JMJD2A Tudor inh: blocks the human JMJD2A Tudor domain | O75164 | AlphaScreen JMJD2A-Tudor / H3K4me3 peptide binding | Potency, µM (doses to about 114 µM), for inactives: at the top dose activity change, negative = inhibition, actives largely listed as inhibitors | 390,000 compounds, 4.4% hits | AID 504339; further: on the % scale 0 is the no-effect control and ±100 the full control effect; nearly all actives have a fitted effect of over 50% in size
ALOX12 inh: ALOX12 (human) lipoxygenase inhibition; P18054; purified 12hLO, xylenol orange hydroperoxide absorbance; Potency, µM (top dose mostly 108 µM), for the others: top-dose activity change, negative = inhibition, actives largely listed as inhibitors; 580,000 compounds, 1.1% hits; AID 1671190; further: on the % scale 0 is the no-effect control and ±100 the full control effect
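Purified human 12hLO at 150 nM in 25 mM Hepes, 0.01% Triton X-100, pH 7.0, preincubated 15 min at room temperature with compound. Reaction started with 40 uM arachidonic acid, 30 min at room temperature. Hydroperoxide measured by Fe-xylenol orange, 573/405 nm absorbance ratio.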
Pin1 inhibitor: blocks the human prolyl isomerase Pin1. Pin1 FP peptide displacement, HiFluor488, 10 min. Potency, µM (titrated, usually from 115 µM), for the others: at the top dose activity, negative = inhibition, most hits filed as inhibitors. Q13526. 390,000 compounds, 0.009% hits; active means well fitted inhibition curve with a large enough effect in the polarisation, with a control signal flat, not every such curve was filed as active; inconclusive means small, poorly fitted or top-dose-only effect, or effect the other way, or a change in a side signal; inactive means no such curve, though single readings can be large or run the other way; the % refers to the polarisation; further: on the % scale 0 is the no-effect control and ±100 the full control effect
HP1b chromo inh: inhibitors of HP1-beta chromodomain binding to methylated histone tails. AlphaScreen HP1-beta / biotin-H3K9me3 peptide binding. 390,000 compounds, 0.56% hits. Potency, µM (series often up to 114 µM), for the others: top-dose activity change, negative = inhibition, hits mostly inhibitors. P83916; further: nearly all actives have a fitted effect of over 70% in size; inactives centre near 23
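Compound inhibition of the preformed complex between 50 nM HP1-beta and 50 nM biotinylated H3K9me3 peptide was read by AlphaScreen. Buffer was PBS pH 7.4 with 0.01% Tween-20. Incubations ran 30 min at room temperature, with 10 ug/mL donor/acceptor beads.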
Tb PGK inh: blocks T. brucei phosphoglycerate kinase; PGK/GAPDH coupled, Kinase-Glo luminescence, 60 min; Potency, µM (titrated, usually from 57.5 µM), for the others: at the highest dose activity change, negative = inhibition, hits mostly inhibitors; 380,000 compounds, 0.043% hits; further: on the % scale 0 is the no-effect control and ±100 the full control effect; nearly all actives have a fitted effect of over 60% in size
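Luminescent ATP detection (Kinase-Glo Plus) follows a 60-minute room-temperature incubation, with wells lacking PGK as controls. Buffer: 100 mM TEA (pH 7.6), 5 mM MgCl2, 0.01% Tween-20. Coupling enzyme GAPDH (100 nM final) supplies unstable 1,3-BPG in-well.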
ERG Ets-DNA blk: ERG Ets/DNA interaction inhibition | fluorescence polarization, His-ERG Ets domain / labelled DNA | Potency, µM (series often up to 76.9 µM), inactives show at the top dose FP activity, negative = inhibition, most hits filed as inhibitors | 370,000 compounds, 0.028% hits; active means well fitted inhibition curve with a large enough effect in the polarisation, with a control signal flat; inconclusive means small, poorly fitted or top-dose-only effect, or effect the other way, or a change in a side signal; inactive means no such curve, though single readings can be large or run the other way; the % refers to the polarisation;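 further: polarization taken with two DNA probes labelled with fluorescein and Texas red; % of control where 0% means no effect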
Target sequence (P11308 whole entry, looked up, the tested form may be a part): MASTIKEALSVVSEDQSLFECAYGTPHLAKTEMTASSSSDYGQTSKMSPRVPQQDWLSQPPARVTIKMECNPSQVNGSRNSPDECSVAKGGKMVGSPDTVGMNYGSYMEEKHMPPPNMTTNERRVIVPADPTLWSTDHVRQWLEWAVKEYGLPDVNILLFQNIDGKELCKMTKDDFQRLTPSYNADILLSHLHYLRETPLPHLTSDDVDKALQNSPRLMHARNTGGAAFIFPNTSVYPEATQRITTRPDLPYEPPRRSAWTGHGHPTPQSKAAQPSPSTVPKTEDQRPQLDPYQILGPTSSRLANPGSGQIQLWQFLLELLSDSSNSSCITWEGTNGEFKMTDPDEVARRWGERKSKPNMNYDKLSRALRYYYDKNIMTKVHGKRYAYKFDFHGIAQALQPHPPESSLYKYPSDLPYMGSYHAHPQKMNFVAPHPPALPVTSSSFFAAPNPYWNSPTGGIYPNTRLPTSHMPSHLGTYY
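His-tagged ERG Ets domain (1 uM in the protein solution; 300mM KCl, 50mM Tris-HCl, 1mM EDTA, 1mM DTT, pH 7.5) received compound, then a probe mix of 5 nM fluorescein-DNA and 100nM Texas-615-DNA. Fluorescence polarization was read for both dyes.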
RGS4 inhibitor: inhibitors of human regulator of G protein signaling 4. P49798. Transcreener GDP fluorescence polarization, RGS4-accelerated GTP hydrolysis. Potency, µM (titrated, usually from 114 µM), for the others: at the top dose activity change, negative = inhibition, usual class: inhibitors. 390,000 compounds, 0.039% hits. AID 504845; further: on the % scale 0 is the no-effect control and ±100 the full control effect; nearly all actives have a fitted effect of over 75% in size; some results filed as inactive show a strong effect at the top dose
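MLSMR compounds (23 nl, pin-transferred) preincubated 10 min at room temperature with a 500nM (2x) first reagent, then RGS4 at 900nM (2x) plus Transcreener GDP mix added; fluorescence polarization (620/688 nm) read before and after 90 min at 30 °C.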
rTrxR1 inhibitor: blocks rat thioredoxin reductase 1; Potency, µM (titrated, usually from 114 µM), for inactives: at the highest dose activity change, negative = inhibition, actives largely listed as inhibitors; recombinant rTrxR1, NADPH fluorescence consumption, selenite substrate; O89049; 390,000 compounds, 1% hits; further: on the % scale 0 is the no-effect control and ±100 the full control effect; nearly all actives have a fitted effect of over 65% in size
Target sequence (O89049 whole entry, looked up): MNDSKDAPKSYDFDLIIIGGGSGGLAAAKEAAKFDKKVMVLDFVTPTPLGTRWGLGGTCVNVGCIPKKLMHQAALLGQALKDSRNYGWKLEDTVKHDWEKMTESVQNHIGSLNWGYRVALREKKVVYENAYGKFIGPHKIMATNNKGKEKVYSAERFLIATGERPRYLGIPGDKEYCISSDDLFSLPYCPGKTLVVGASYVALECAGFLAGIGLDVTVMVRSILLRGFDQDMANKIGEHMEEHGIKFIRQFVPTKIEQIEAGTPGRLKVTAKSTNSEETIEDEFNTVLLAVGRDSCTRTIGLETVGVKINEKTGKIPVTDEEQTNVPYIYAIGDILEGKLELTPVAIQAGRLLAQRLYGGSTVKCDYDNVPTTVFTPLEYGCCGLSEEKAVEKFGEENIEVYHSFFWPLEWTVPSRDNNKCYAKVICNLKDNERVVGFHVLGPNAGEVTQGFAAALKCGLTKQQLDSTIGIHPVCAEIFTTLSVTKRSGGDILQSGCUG
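Rat TrxR1 (90 nM in the dispensed reagent) was pre-reduced with 400 uM NADPH for 5 min at room temperature, then incubated with compound for 15 min. After 400 uM selenite was added, NADPH fluorescence (Ex 340/Em 450 nm) was followed for 8 min.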
GLS inhibitor: inhibitors of human glutaminase (GLS). GLS enzymatic activity, qHTS titration. 410,000 compounds, 0.21% hits. Potency, µM (top dose mostly 45.5 µM), inactives show at the top dose activity change, negative = inhibition, most hits filed as inhibitors. O94925; further: on the % scale 0 is the no-effect control and ±100 the full control effect
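Enzyme dispensed in phosphate buffer (45 mM, pH 8.2, 0.02% Tween-20), compounds pinned in, then 1 mM L-glutamine solution and the glutamate oxidase–HRP–Amplex Red mix added; fluorescence read immediately and again after 30 min at room temperature.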
Numbers without * were called inactive; i = inactive; ? = inconclusive; · = no result given; & = joins results of further samples; [ ] = dose if it differs, or a comment. Unless noted, the call rests on the fitted dose curve; in most records, active means well fitted curve in the direction sought with a large enough effect; inconclusive means small, poorly fitted or top-dose-only effect, or another doubt; inactive means no such curve, though single readings can be large; an effect the other way counts as inactive or inconclusive. Potency means the concentration at half of the fitted maximal effect. Some of the compounds tested; rates above refer to the full screens.

smiles,JMJD2A Tudor inh,ALOX12 inh,Pin1 inhibitor,HP1b chromo inh,Tb PGK inh,ERG Ets-DNA blk,RGS4 inhibitor,rTrxR1 inhibitor,GLS inhibitor
Cc1sc(N)nc1-c1cccc([N+](=O)[O-])c1,-35%,·,3%,-17%,·,·,11%,9%,·
O=c1[nH]c2c(s1)C(c1cccnc1)C1C3CCC(C3)C1S2 (configuration not stated),-28%,·,4%,3%[57 µM],5%,2%,-23%,12%,2%
O=c1c2oc3ccccc3c2n(Cc2ccccc2)c(=O)n1Cc1ccc2c(c1)OCO2,-3%,-18%,5%,45%[activator],-4%,1%,-8%,17%,2%
CCOc1nc(-c2ccccc2)ccc1-c1noc(-c2ccncc2)n1,5%,0%,6%,50%[activator],0%,0%,17%,25%,2%
Cn1cnnc1SCC(=O)Nc1nc(-c2ccc(F)cc2)cs1,3%,-16%,8%,25%,-5%,-18%,4%,25%[57.1 µM],-11%
Cc1ccc2c(=O)cc(C(=O)NCc3ccccc3)oc2c1C,-11%,?,-1%,29%,·,10%,1%,17%,5%
Cc1ccc(C)c(OCC(=O)NNC(=O)CCN2CCN(c3ccccc3)CC2)c1,-19%,406%[activator],-9%,23%,-5%,-11%,-11%,0%,27%
O=C(NCc1cccs1)c1ccc(CSc2nc3cccnc3n2Cc2ccc(F)cc2)cc1,-24%,-12%,38%[activator],1%,-9%,0%,-9%,27%,6%
CCOC(=O)c1c(NC(=O)COC(=O)Cn2c(C)nc3ccccc32)sc2c1CCCC2,-13%,8%,3%,26%,4%,-1%,-9%,14%,1%
CCN(CC)c1ccc(-c2nn3c(-c4ccccc4OC)nnc3s2)cc1,13%,·,9%,81%[activator],i,4%,?,15%,1%
Cc1ccc(NC(=O)CSc2nnc(-c3n[nH]c4ccccc34)n2-c2ccccc2)c(C)c1,-7%,-15%,-19%,10%,0%,-4%,-32%,-8%,0%
CCCNC(=O)c1oc2ccc3c(c2c1C)C=CC(C)(C)O3,9%,0%,-2%,49%[activator],0%,19%,-17%,17%[57.1 µM],-27%
CCC(Oc1ccccc1OC)C(=O)N1CC(=O)Nc2ccccc21 (configuration not stated),-23%,-12%,-1%,10%,-2%,9%,8%,15%[0.457 µM],-15%
Cc1ccccc1OCc1nc2ccccc2c(=O)n1/N=C/c1cn[nH]c1-c1ccccc1,-22%,6%,26%,32%,-4%,19%,-9%,-1%,2%
CC(=O)N1CCN(S(=O)(=O)c2cccc(C(=O)OCC(=O)N(Cc3ccccc3)C(C)(C)C)c2)CC1,-8%,0%,?,34%,6%,7%,-6%,7%,-4%
CCCn1c(N)c(CC)c(=O)[nH]c1=O,4%,-19%,?,32%[activator],i,0%,2%,23%[57.1 µM],9%
Cc1nn(Cc2ccc(Cl)c(Cl)c2)c(C)c1NC(=O)c1cc(C2CC2)on1,-23%,-17%,1%,24%,-4%,-4%,2%,1%,-5%
CCn1c(=O)c(=O)n(CC)c2cc(N3CCCCC3)c(NC(=O)c3ccccc3OC)cc21,-1%,-19%,4%,37%[activator],-10%,-3%,-5%,-5%,-9%
Cn1ccnc1Sc1ccc(/C=N/NC(=O)c2ccccc2[N+](=O)[O-])cc1[N+](=O)[O-],-29%,3%,10%,9%,4%,0%,-11%,-4%,1%
Cc1cccc(N(C)C(=O)c2cc3c(=O)[nH]c4ccc(C)cc4c3s2)c1,-7%,-17%,-1%,8%,-8%,-1%,-8%,33%[activator],0%
Cc1ccccc1OCCNC(=O)/C=C/c1ccc([N+](=O)[O-])cc1,-1%,10%,-9%,3%,10%,-4%,15%,-4%[57.1 µM],6%
COc1ccc(NC(=O)c2ccc(CNS(=O)(=O)c3ccc4c(c3)C(C)(C)C(=O)N4C)cc2)cc1,7%,-19%,2%,54%[activator],-7%,5%,-20%,2%,8%
O=C(COC(=O)Cc1ccccc1F)Nc1ccc(SC(F)F)cc1,13%,-24%,2%,75%[activator],9%,0%,-24%,21%,62%[activator]
CCN(CC)CCNC(=O)CNC(=O)c1nn(-c2ccc(OC)cc2)c(=O)c2ccccc12,-11%,21%,-2%,17%,4%,10%,29%,-7%,1%
COc1ccc(C2=NN(CN3C(=O)C(=O)c4ccccc43)C(c3ccc(Br)cc3)C2)cc1 (configuration not stated),-33%,-6%&3%,-1%,-13%,-12%,·,14%,20%,27%
CCn1cc(C(=O)NCCN(CC(C)C)CC(C)C)c(=O)c2cc(S(=O)(=O)N3CCOCC3)ccc21,-15%,-6%,?,26%,0%,0%,67%[activator],9%,1%
C=CCOc1nc2c(c(=O)n(Cc3ccc(Cl)c(Cl)c3)c(=O)n2C)n1C,-10%,?,2%,22%,-5%,2%,-12%,6%,1%
O=c1[nH]ncc(N2CCN(C(c3ccccc3)c3ccccc3)CC2)c1Cl,?,-21%,0%,-8%,-2%,-6%,27%,-1%[57.1 µM],12%
O=C1CC(NCc2ccncc2)C(=O)N1c1ccccc1 (configuration not stated),?,-16%,-6%,30%,-5%,-7%,5%,?,-8%
Cc1nc(N2CCOCC2)nc(Oc2ccccc2F)c1[N+](=O)[O-],0%,0%,3%,26%,-4%,-6%,-6%,5%[57.1 µM],-5%

Given field by field: two of the compounds above
COc1ccc(NC(=O)c2ccc(CNS(=O)(=O)c3ccc4c(c3)C(C)(C)C(=O)N4C)cc2)cc1
  JMJD2A Tudor inh: 7% | ALOX12 inh: -19% | Pin1 inhibitor: 2% | HP1b chromo inh: 54%[activator] | Tb PGK inh: -7% | ERG Ets-DNA blk: 5% | RGS4 inhibitor: -20% | rTrxR1 inhibitor: 2% | GLS inhibitor: 8%

O=C(COC(=O)Cc1ccccc1F)Nc1ccc(SC(F)F)cc1
  JMJD2A Tudor inh: 13% | ALOX12 inh: -24% | Pin1 inhibitor: 2% | HP1b chromo inh: 75%[activator] | Tb PGK inh: 9% | ERG Ets-DNA blk: 0% | RGS4 inhibitor: -24% | rTrxR1 inhibitor: 21% | GLS inhibitor: 62%[activator]

(next part)
smiles,JMJD2A Tudor inh,ALOX12 inh,Pin1 inhibitor,HP1b chromo inh,Tb PGK inh,ERG Ets-DNA blk,RGS4 inhibitor,rTrxR1 inhibitor,GLS inhibitor
Cc1cc(C)c2nc(N3CCC(C(=O)N4CCN(C(=O)c5ccco5)CC4)CC3)sc2c1,?,?,-1%,-16%,i,-13%,-21%,31%[activator][57.1 µM],11%
CC(=O)N1CCCc2cc(S(=O)(=O)N3CCCC(C(=O)NC(C)C)C3)ccc21 (configuration not stated),-16%,-22%,-6%,28%[57 µM],-2%,-5%,0%,16%[57.1 µM],2%
CCOc1ccccc1NC(=O)NC1CCN(CC(=O)Nc2ccc3c(c2)OCCO3)CC1,-20%,0%,-5%,17%,8%,-1%,23%,-12%[57.1 µM],2%
Cc1cccc(N2C(=O)CN=C2Nc2nc(C)cc(C)n2)c1,?,?,-5%,73%[activator],2%,5%,-25%,6%,8%
CCOc1cc(-c2nccc3cc(OC)c(OC)cc23)cc(OCC)c1OCC,-18%,-2%,-3%,66%[activator],0%,-3%,-25%[56.9 µM],8%,-14%&1%
CCOCCCNC(=O)C1CCN(S(=O)(=O)N(CC(C)C)CC(C)C)CC1,-15%,3%,-2%,25%,·,5%,1%,16%,0%
COc1ccccc1N1CCN(CC(=O)Nc2ccc(-n3cnnn3)cc2)CC1,-22%,0%,-6%,9%,-9%,-2%,2%,15%[57.1 µM],19%
O=C(NCCc1ccncc1)Nc1cccc(Cl)c1,12%,-7%,0%,29%,-5%,-1%,-5%,12%,2%
CS(=O)(=O)N1CCc2cc(-c3csc(NC(=O)Cc4ccccc4)n3)ccc21,-24%,-29%,19%,13%,·,·,-16%,15%,-5%
Cc1cc(Cl)c(S(=O)(=O)NCC2CCCO2)cc1OCC(N)=O (configuration not stated),17%,0%,-9%,56%[activator],-2%,-1%,-19%,12%,-6%
O=C(O)CC(NC(=O)C12CC3CC(CC(C3)C1)C2)c1ccc2c(c1)OCO2 (configuration not stated),-2%,4%,-15%,37%,-5%,3%,-25%,29%[57.1 µM],4%
Cc1nc(CNS(=O)(=O)c2ccc(Br)cc2)cs1,3%,0%,-2%,60%[activator],-1%,-4%,-21%[56.9 µM],11%,?
CSc1ccc(CN(C)C(=O)CCNS(=O)(=O)c2ccc(C)c(C)c2)cc1,-12%,-28%,-2%,-1%,11%,-2%,12%,-7%,15%
O=C(C1CCN(S(=O)(=O)c2cccnc2)CC1)N1CCN(c2ccccc2Cl)CC1,-20%,27%,2%,8%,-3%,4%,-31%,16%[57.1 µM],4%
CCn1c(=O)cc(SCC(=O)Nc2cc(OC)c(OC)c(OC)c2)c2ccccc21,-22%,2%,-8%,40%[activator],i,-12%,-34%,-10%,0%
CC(C)NC(=O)Nc1cccc2c1O[C@H](CN(C)C(=O)Nc1ccc(C(F)(F)F)cc1)[C@@H](C)CN([C@H](C)CO)C2=O,-12%,-5%,0%,39%,3%,14%,1%,9%,-7%
O=C(Nc1c(Cl)ccc2nsnc12)c1ccco1,-24%,-2%,0%,35%,-2%,11%,18%,18%,6%
CCCCC(CC)CNC(=O)C1CC=CCC1C(=O)O (configuration not stated),-2%,-17%,1%,25%,i,3%,6%,10%[57.1 µM],3%
CN(CC(=O)NCCN1CCN(c2ccccc2)CC1)S(=O)(=O)c1ccc2c(c1)CCC(=O)N2,-5%,30%,4%,51%[activator],-12%,-10%,-6%,12%,19%
COc1ccc(Br)cc1CN(C)C(=O)c1ccc2c(c1)NC(=O)C(C)S2 (configuration not stated),8%,1%,4%,16%,i,1%,-22%,3%[57.1 µM],-8%

Screens as filed in PubChem BioAssay.
